Screening data as filed in PubChem BioAssay.
SUMO1 PPI mod – SUMO1-SIM interaction modulation. P63165. hit rate 0.33% among 360,000. AID 602429. SUMO1 binding to a labelled peptide, TR-FRET, 1 h. inhibition, % at 20 µM; in the data active means inhibition above about 37%
Target sequence (P63165 whole entry, looked up): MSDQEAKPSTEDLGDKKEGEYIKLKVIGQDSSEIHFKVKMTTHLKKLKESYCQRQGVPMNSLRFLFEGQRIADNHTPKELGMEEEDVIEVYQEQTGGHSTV
CSN deneddyl inh – blocks human CSN-mediated cullin deneddylation | AID 651999 | Q92905 | Purified CSN, SCF-Nedd8-OG deneddylation, fluorescence polarization | inhibition, % at 12.5 µM | hit rate 0.38% among 360,000;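 active means pattern-corrected inhibition above about 35%, with an unprinted fluorescence ratio check between 0.5 and 1.5, limit read from the data, passing the limit was not always enough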;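 further: 0% = enzyme with substrate and 100% = substrate without enzyme; some results filed as inactive read as strong as hits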
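Detection – fluorescence polarization · System – HEK293T-derived human Csn5 enzyme · Controls – substrate-only high control, full reaction low control · Timing – 90 min, room temperature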
STEP inh – blocks human striatal-enriched tyrosine phosphatase; recombinant STEP, OMFP fluorogenic substrate, fluorescence; inhibition, % at 20 µM; hit rate 0.25% among 360,000;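 active means inhibition at 20 µM, scaled per plate between control wells, above about 37%, limit read from the data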;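 further: 0% = DMSO with enzyme and substrate and 100% = substrate only without enzyme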
Target sequence (P54829 whole entry, looked up): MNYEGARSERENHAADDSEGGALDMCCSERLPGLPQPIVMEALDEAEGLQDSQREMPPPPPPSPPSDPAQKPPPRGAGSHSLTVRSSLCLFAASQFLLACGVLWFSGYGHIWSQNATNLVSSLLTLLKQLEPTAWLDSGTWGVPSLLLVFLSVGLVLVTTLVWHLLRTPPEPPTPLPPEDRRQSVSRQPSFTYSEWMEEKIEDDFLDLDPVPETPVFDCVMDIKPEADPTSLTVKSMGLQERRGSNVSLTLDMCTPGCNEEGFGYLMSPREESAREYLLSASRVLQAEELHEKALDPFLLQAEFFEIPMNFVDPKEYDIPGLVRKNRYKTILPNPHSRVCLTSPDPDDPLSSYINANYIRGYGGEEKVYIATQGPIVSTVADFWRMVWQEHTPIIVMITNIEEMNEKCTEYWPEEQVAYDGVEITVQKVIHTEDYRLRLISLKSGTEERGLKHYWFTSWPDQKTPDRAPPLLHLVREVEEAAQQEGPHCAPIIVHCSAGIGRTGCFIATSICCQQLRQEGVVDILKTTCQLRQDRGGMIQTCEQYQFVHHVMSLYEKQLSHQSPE
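Assay system: isolated STEP enzyme. Buffer or medium: pH 6.0 Bis-Tris with DTT and Tween 20. Also added: fluorogenic phosphatase substrate OMFP at 25 µM final. Dosing: 20 µM, 1% DMSO. Timing: 20 min reaction, room temperature, in the dark. Measured by: fluorescence intensity, excitation 480 nm, emission 540 nm. Evaluation: normalized % inhibition.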
MLLE-PAM2 inh – inhibitors of microRNA-mediated deadenylation, human PABP1 MLLE binding | P11940 | GST-MLLE / FITC-PAM2 fluorescence polarization | inhibition, % at 20 µM | hit rate 0.36% among 360,000 | AID 588489; in the data active means inhibition above about 35%, passing the limit was not always enough;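 further: plate controls were DMSO wells with GST-MLLE for no effect and wells lacking GST-MLLE protein for full effect; some results filed as inactive read as strong as hits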
DNMT1 inh – DNMT1 (human) enzyme inhibition. inhibition (reported as % activation of signal), % at 10 µM. hit rate 0.83% among 360,000. AID 588458. P26358. DNMT1 molecular beacon, Hinp1I cleavage, fluorescence; in the data active means inhibition above about 50%
NadD inh – NadD (S. aureus) enzyme inhibition; purified NadD enzyme, colorimetric absorbance read-out; inhibition, % at 20 µM; hit rate 0.78% among 360,000; AID 602399; in the data active means inhibition above about 26%; further: some compounds past the cut are filed as inactive
Rpn11 block – Rpn11 (human) deubiquitinase inhibition; O00487; human 26S proteasome, Ub4-pepOG fluorescence polarization; 20S core pre-blocked with epoxomicin; calls only at 20 µM; hit rate 0.59% among 360,000;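 active means inhibition at 20 µM, scaled to each plate's controls, above about 33%, limit read from the data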
Scp1 inh – Scp-1 (human) phosphatase inhibition | inhibition, % at 20 µM | Recombinant Scp1, phosphopeptide, malachite green phosphate absorbance | Q9GZU7 | hit rate 0.88% among 340,000;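 active means inhibition above about 50% at 20 µM, limit read from the data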;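 further: plate controls were DMSO wells with enzyme for no effect and wells lacking enzyme for full effect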
Target sequence (Q9GZU7 76-261 limits assumed): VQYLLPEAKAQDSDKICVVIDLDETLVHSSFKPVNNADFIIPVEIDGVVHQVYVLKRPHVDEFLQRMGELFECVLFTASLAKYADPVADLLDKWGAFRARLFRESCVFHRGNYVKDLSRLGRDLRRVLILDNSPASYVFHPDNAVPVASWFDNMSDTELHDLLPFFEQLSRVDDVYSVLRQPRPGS
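Test system: SCP-1 phosphatase catalytic domain, residues 76-261 | Compound dosing: One concentration, 20 µM, with 1.0% DMSO | Schedule: 45 min room-temperature reaction, 5 min colour, 30 min stabiliser | Detection: Absorbance at 630 nm | Read-out basis: % inhibition of SCP-1 phosphate liberation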
LMPTP block – LMPTP (human) inhibition; P24666; recombinant LMPTP-A, OMFP fluorogenic substrate, fluorescence intensity; inhibition, % at 20 µM; hit rate 0.22% among 360,000; AID 651560;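 active means compounds that cut the enzyme signal by at least half of the control window in the single-dose screen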;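 further: plate controls were DMSO wells with enzyme plus substrate for no effect and substrate without enzyme for full effect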
Target sequence (P24666 whole entry, looked up): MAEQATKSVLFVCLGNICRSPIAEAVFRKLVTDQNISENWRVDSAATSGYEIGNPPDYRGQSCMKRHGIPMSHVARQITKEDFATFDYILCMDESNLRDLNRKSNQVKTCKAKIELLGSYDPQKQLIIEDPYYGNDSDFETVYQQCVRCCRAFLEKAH
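Material: LMPTP-A; amount: 0.625 nM enzyme; doses: single 20 µM dose; times: reaction 50 min, room temperature, dark; technique: fluorescence intensity of OMFP turnover product; benchmarks: no-enzyme and uninhibited controls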
Tb MetRS inh – blocks T. brucei methionyl-tRNA synthetase activity; hit rate 0.4% among 360,000; purified T. brucei MetRS, ATP depletion, Kinase-Glo luminescence; AID 624268; inhibition, % at 11.9 µM;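 active means inhibition above a per-plate cutoff of the control wells' mean inhibition plus 3 SD, cut at about 5.5% in these data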;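 further: 0% = DMSO wells median and 100% = median of wells with control inhibitor compound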
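assay system = parasite MetRS enzyme | timing = 15 min preincubation, 2 h reaction, all 25 °C | evaluation = percent inhibition relative to median high and low control wells | medium = HEPES buffer containing pyrophosphatase, BSA, spermine, DTT | compound = single dose, 11.9 µM final nominal, 0.9% final DMSO | detection = Kinase-Glo luminescence, ATP depletion format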
* hit, by the source's call; i = inactive; · = no result given.

SMILES	SUMO1 PPI mod	CSN deneddyl inh	STEP inh	MLLE-PAM2 inh	DNMT1 inh	NadD inh	Rpn11 block	Scp1 inh	LMPTP block	Tb MetRS inh
CCOc1cc(C2C(C(=O)N3CCCCC3)=C(C)NC3=C2C(=O)CC(C)(C)C3)ccc1O (stereo not drawn)	-2.4	-1.6	0.8	-2.5	-6.9	4.3	i	-2.0	-0.4	-0.3
Cc1ccc(SCC(=O)NCCSCc2ccccc2)cc1	2.6	-1.3	-2.5	-2.6	-6.9	7.8	i	-14.6	0.1	1.3
CC1(C)Cc2ccccc2C(N)=C1C#N	-13.8	1.4	0.9	-17.6	-1.4	-6.1	i	2.3	0.5	-1.0
Cc1cc(C)c2c(-n3cccc3)nn(CC#N)c2n1	-0.2	-1.9	2.5	5.9	-4.3	-3.8	i	-6.1	-0.2	-0.8
COc1ccc(COc2ccccc2C(N)=O)cc1F	-1.1	0.8	-0.7	-3.2	-0.5	6.8	i	-6.3	-3.1	0.1
CN(C(=O)CN1C(=O)/C(=C/c2ccc(F)cc2)SC1=S)C1CCS(=O)(=O)C1 (stereo not drawn)	-31.2	1.8	0.9	28.6	-0.8	0.1	i	10.3	0.1	-0.8
CCCCCOc1ccc(Br)cc1/C(C)=N/NC1=NCCN1	-0.2	0.2	7.2	-16.5	-1.4	1.8	i	-7.2	-0.2	0.0
O=C(Nc1ccc(N2CCOCC2)cc1)c1ccc(COc2ccccc2)cc1	5.1	-1.7	-1.8	4.1	-1.9	2.4	i	0.9	0.8	-0.7
CCC(C)(C)C1CCc2[nH]nc(C(=O)NN)c2C1 (stereo not drawn)	1.6	-2.0	-2.0	-10.8	-0.9	1.6	i	4.0	-1.8	-0.3
Cc1ccc(C)c(COC(=O)c2cccc(S(=O)(=O)N3CCCC3)c2)c1	5.2	-2.5	0.1	-10.9	0.3	-1.0	i	-4.9	1.8	-0.4
CN1CCCC(C)(C(=O)Nc2ccc(-n3cccc3)cc2)C1 (stereo not drawn)	-4.6	-1.0	-2.7	-19.2	-1.8	0.2	i	·	0.5	-0.4
COc1ccc(C(=O)Nc2nc(CC(=O)NCc3c(F)cccc3F)cs2)cc1	3.1	-1.9	-3.6	-1.4	5.0	-0.5	i	·	2.1	-0.3
O=C(c1ccc([N+](=O)[O-])cc1)N1CCN(C(=O)c2ccco2)CC1	-25.5	4.3	-3.4	3.5	0.8	-2.4	i	9.2	-3.0	-0.8
Cc1cc(C)nc(NS(=O)(=O)c2ccc(NC(=O)c3nn(-c4ccccc4)ccc3=O)cc2)n1	-10.3	0.1	-1.9	-6.8	0.9	2.3	i	-8.8	1.1	0.1
CCN(c1ccccc1)S(=O)(=O)c1ccc(Cl)c(C(=O)O)c1	-1.9	-8.7	10.8	-0.2	1.2	-2.7	i	-9.1	-2.6	-0.3
O=C(C[C@@H]1C/C=C\CCCC(=O)OC[C@@H]2CCCN2C1=O)NCCO	3.0	-3.4	9.5	2.1	12.1	-3.4	i	8.1	23.2	0.0
CC(=O)c1ccc(OCCCC(=O)Nc2cccc(-c3nn[nH]n3)c2)cc1	1.2	1.8	-1.0	2.3	-0.2	1.5	i	5.1	-0.7	-0.8
CC1Sc2ccc(S(=O)(=O)CCC(=O)Nc3ccccc3Cl)cc2NC1=O (stereo not drawn)	1.2	5.0	-0.8	11.2	2.3	-5.3	i	-3.8	1.0	0.3
COc1ccccc1/C=C/C(=O)Oc1cccc2cccnc12	3.4	-2.4	-2.6	-5.2	0.7	-4.6	i	-1.8	0.0	-0.2
CCOC(=O)N1CCN(Cc2ccccc2Cl)CC1	2.0	-0.9	-5.4	-0.9	1.1	-1.4	i	-5.6	-0.3	-0.6
COc1ccc(CN(C)C(=O)c2[nH]c(C)c(C(C)=O)c2C)cc1F	-0.8	0.1	-5.9	10.3	-1.1	-6.9	i	-3.4	-0.5	-1.1
CCOc1ccc(-n2c(C)c(C(=O)OC)c3cc(O)ccc32)cc1	1.6	-1.1	-1.0	6.9	-1.4	-0.9	i	2.5	1.6	0.2
COc1ccc(CCNC(=O)c2cc(S(=O)(=O)N3CCCC3)cn2C)cc1OC	3.0	2.1	-1.8	-6.7	28.6	0.7	i	-0.3	-0.5	0.2
CCC(=O)Nc1cccc(-c2nnc(-c3cccc(NC(=O)CC)c3)o2)c1	3.1	4.0	-1.2	-1.4	2.5	-3.8	i	-2.0	0.3	-0.3
C1=CCC(CN2CCN(C3CCCCCC3)CC2)CC1 (stereo not drawn)	-1.9	-3.9	2.0	-10.2	-2.3	-3.4	i	-1.0	-2.8	-0.1
(listing goes on)
SMILES	SUMO1 PPI mod	CSN deneddyl inh	STEP inh	MLLE-PAM2 inh	DNMT1 inh	NadD inh	Rpn11 block	Scp1 inh	LMPTP block	Tb MetRS inh
c1ccc(OCCNc2ccn3nc(-c4ccco4)cc3n2)cc1	16.3	12.8	-1.8	3.0	-13.2	5.3	i	·	0.1	-0.4
CCc1ccccc1-n1c(SCC(=O)N2CCCC2)nnc1-c1ccccn1	-5.5	-0.8	1.3	4.8	0.1	-1.1	i	0.5	-0.3	-0.1
COc1cc2c3c(c1)C1(C(=O)N3C(C)(C)C=C2C)C(C#N)=C(N)Oc2cc(O)ccc21 (stereo not drawn)	2.2	-2.2	-3.0	2.9	-7.9	-6.5	i	-3.6	2.0	-0.8
CC(C)C(NC(=O)c1ccc(C(C)(C)C)cc1)C(=O)NCC(c1ccccc1)N(C)C (stereo not drawn)	-2.3	3.1	1.4	2.1	26.7	-9.4	i	0.9	-1.5	-0.2
COc1ccc2[nH]c(C(=O)O)c(CCNC(C)=O)c2c1	-1.3	9.9	-5.9	9.9	-0.1	0.0	i	-1.9	-2.6	-0.5
COC(=O)[C@]12CCCCC=C1N(CCc1ccc(OC)c(OC)c1)C(=O)[C@H](CC(=O)NCC1CCCCC1)C2	-1.4	0.7	·	·	·	·	·	·	-0.8	-1.0
COc1ccc(N(CC(=O)N2CCN(Cc3ccc4c(c3)OCO4)CC2)S(=O)(=O)c2ccc(F)cc2)cc1	0.6	-3.9	4.0	14.5	-0.6	-4.8	i	2.5	-0.6	-0.2
CCOC(=O)C1=CCN(S(=O)(=O)c2ccccc2Cl)C1c1ccc(C)cc1 (stereo not drawn)	8.7	-1.2	3.1	5.7	-14.1	-6.8	i	·	2.0	-0.5
Cc1ccc(C)c(N2N=C(C(=O)OCc3nnc(-c4cccs4)o3)CCC2=O)c1	11.0	-7.5	1.5	-10.4	0.5	4.9	i	-2.0	0.7	-0.2
Cc1cc(C)n(/N=C/c2cc(Cl)cc(Cl)c2O)c(=O)c1	-1.5	-3.4	-1.2	16.5	-1.4	0.5	i	-9.9	-0.8	-0.8
CSc1nccc(N/N=C/c2ccccc2)n1	-0.4	1.0	-0.2	-4.1	0.3	-5.5	i	-9.1	0.4	-0.6
O=[N+]([O-])c1ccc(CSc2ncnc3ccccc23)cc1	-22.9	7.1	-0.7	26.5	-3.0	-6.4	i	-0.3	-0.8	0.5
COC(=O)c1ccc(CSc2nccn2C)cc1	-0.7	-5.4	-1.5	-16.0	0.5	2.4	i	6.0	-1.6	0.1
N#Cc1nc(-c2ccccc2F)oc1N1CCCC1	-2.4	2.7	-1.2	-1.1	2.5	0.2	i	-6.5	-0.1	-0.2
O=C(COC(=O)c1cccnc1Cl)Nc1cccc(S(=O)(=O)N2CCOCC2)c1	2.2	-3.6	-1.3	-10.5	-2.0	-1.9	i	24.0	-1.8	-0.1

10 of the compounds above, with values under each structure.
Sequence of screens – SUMO1 PPI mod | CSN deneddyl inh | STEP inh | MLLE-PAM2 inh | DNMT1 inh | NadD inh | Rpn11 block | Scp1 inh | LMPTP block | Tb MetRS inh
> COc1ccc2[nH]c(C(=O)O)c(CCNC(C)=O)c2c1
→ -1.3 | 9.9 | -5.9 | 9.9 | -0.1 | 0.0 | i | -1.9 | -2.6 | -0.5
> COC(=O)[C@]12CCCCC=C1N(CCc1ccc(OC)c(OC)c1)C(=O)[C@H](CC(=O)NCC1CCCCC1)C2
→ -1.4 | 0.7 | · | · | · | · | · | · | -0.8 | -1.0
> COc1ccc(N(CC(=O)N2CCN(Cc3ccc4c(c3)OCO4)CC2)S(=O)(=O)c2ccc(F)cc2)cc1
→ 0.6 | -3.9 | 4.0 | 14.5 | -0.6 | -4.8 | i | 2.5 | -0.6 | -0.2
> CCOC(=O)C1=CCN(S(=O)(=O)c2ccccc2Cl)C1c1ccc(C)cc1 (stereo not drawn)
→ 8.7 | -1.2 | 3.1 | 5.7 | -14.1 | -6.8 | i | · | 2.0 | -0.5
> Cc1ccc(C)c(N2N=C(C(=O)OCc3nnc(-c4cccs4)o3)CCC2=O)c1
→ 11.0 | -7.5 | 1.5 | -10.4 | 0.5 | 4.9 | i | -2.0 | 0.7 | -0.2
> Cc1cc(C)n(/N=C/c2cc(Cl)cc(Cl)c2O)c(=O)c1
→ -1.5 | -3.4 | -1.2 | 16.5 | -1.4 | 0.5 | i | -9.9 | -0.8 | -0.8
> CSc1nccc(N/N=C/c2ccccc2)n1
→ -0.4 | 1.0 | -0.2 | -4.1 | 0.3 | -5.5 | i | -9.1 | 0.4 | -0.6
> O=[N+]([O-])c1ccc(CSc2ncnc3ccccc23)cc1
→ -22.9 | 7.1 | -0.7 | 26.5 | -3.0 | -6.4 | i | -0.3 | -0.8 | 0.5
> COC(=O)c1ccc(CSc2nccn2C)cc1
→ -0.7 | -5.4 | -1.5 | -16.0 | 0.5 | 2.4 | i | 6.0 | -1.6 | 0.1
> N#Cc1nc(-c2ccccc2F)oc1N1CCCC1
→ -2.4 | 2.7 | -1.2 | -1.1 | 2.5 | 0.2 | i | -6.5 | -0.1 | -0.2

Rows were taken by chance; overall some 3.6% were active at least once.
